Rin1-Abl PPI inh = inhibitors of Rin1-Abl protein binding, primary screen, biochemical, TR-FRET; AID 588664, 2011; inhibition, % at 7.35 µM; Tyrosine-protein kinase ABL1 (Homo sapiens) + Ras and Rab interactor 1 (Homo sapiens), …; actives 0.4% (n = 360,000); in the data active = inhibition above about 5%, passing the limit was not always enough
CSN inh = inhibitors of CSN-mediated cullin deneddylation, primary screen, biochemical, fluorescence polarization, uHTS; Purified CSN, SCF-Nedd8-OG deneddylation; inhibition, % at 12.5 µM; COP9 signalosome complex subunit 5 (Homo sapiens), Q92905; actives 0.38% (n = 360,000);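 active = pattern-corrected inhibition above about 35%, with an unprinted fluorescence ratio check between 0.5 and 1.5, limit read from the data, passing the limit was not always enough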;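 also: 0% = enzyme with substrate and 100% = substrate without enzyme; some results filed as inactive read as strong as hits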
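Test system: Human Csn5 produced in HEK293T cells | Compound: 12.5 µM single point | Times: 90 min, room temperature | Signal: Fluorescence polarization readout | Read-out basis: % inhibition of substrate cleavage by Csn5 | Controls: no-enzyme wells high, enzyme-with-substrate wells low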
Rpn11 block = Rpn11 (PSMD14) deubiquitinase inhibitors, primary screen, biochemical, fluorescence polarization, uHTS; 26S proteasome non-ATPase regulatory subunit 14 (Homo sapiens), O00487; human 26S proteasome, Ub4-pepOG fluorescence polarization; 20S core pre-blocked with epoxomicin; calls only at 20 µM; actives 0.59% (n = 360,000);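 active = inhibition at 20 µM, scaled to each plate's controls, above about 33%, limit read from the data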
NadD block = inhibitors of S. aureus NadD, primary screen, biochemical, colorimetric, uHTS; actives 0.78% (n = 360,000); Nicotinate-nucleotide adenylyltransferase NadD (Staphylococcus aureus N315); purified NadD enzyme, colorimetric absorbance read-out; inhibition, % at 20 µM; in the data active = inhibition above about 26%; also: some compounds past the cut are filed as inactive
SUMO1-SIM PPI = modulators of SUMO1 protein-protein interactions, primary screen, biochemical, uHTS. SUMO1 binding to a labelled peptide, TR-FRET, 1 h. inhibition, % at 20 µM. actives 0.33% (n = 360,000); in the data active = inhibition above about 37%
STEP inh = STEP phosphatase inhibitors, primary screen, biochemical, fluorescence intensity, uHTS; inhibition, % at 20 µM; AID 588621, 2011; actives 0.25% (n = 360,000); recombinant STEP, OMFP fluorogenic substrate;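 active = inhibition at 20 µM, scaled per plate between control wells, above about 37%, limit read from the data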;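 also: 0% = DMSO with enzyme and substrate and 100% = substrate only without enzyme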
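Material: STEP (striatal-enriched tyrosine phosphatase) enzyme, cell-free; Compound dosing: 20 µM single dose in 1% DMSO; Technique: fluorescence read at 480 nm ex / 540 nm em; Times: reaction 20 min, ambient temperature; Medium: 50 mM Bis-Tris pH 6.0 with 2.5 mM DTT and 0.005% Tween 20; Also added: OMFP at 25 µM.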
Neddyl block = inhibitors of cullin neddylation, primary screen, biochemical, TR-FRET, uHTS, NAE and Ubc12. NEDD8-conjugating enzyme Ubc12 (Homo sapiens) + NEDD8-activating enzyme E1 regulatory …. calls only at 25 µM. actives 0.58% (n = 360,000); in the data active = inhibition above about 36%
Target sequence (P61081 whole entry, looked up): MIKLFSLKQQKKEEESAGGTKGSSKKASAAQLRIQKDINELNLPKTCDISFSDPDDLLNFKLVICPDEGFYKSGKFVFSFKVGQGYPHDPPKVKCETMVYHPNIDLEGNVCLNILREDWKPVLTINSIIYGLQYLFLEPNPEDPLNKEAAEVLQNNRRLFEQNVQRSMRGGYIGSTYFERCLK
Target sequence (Q13564 whole entry, looked up): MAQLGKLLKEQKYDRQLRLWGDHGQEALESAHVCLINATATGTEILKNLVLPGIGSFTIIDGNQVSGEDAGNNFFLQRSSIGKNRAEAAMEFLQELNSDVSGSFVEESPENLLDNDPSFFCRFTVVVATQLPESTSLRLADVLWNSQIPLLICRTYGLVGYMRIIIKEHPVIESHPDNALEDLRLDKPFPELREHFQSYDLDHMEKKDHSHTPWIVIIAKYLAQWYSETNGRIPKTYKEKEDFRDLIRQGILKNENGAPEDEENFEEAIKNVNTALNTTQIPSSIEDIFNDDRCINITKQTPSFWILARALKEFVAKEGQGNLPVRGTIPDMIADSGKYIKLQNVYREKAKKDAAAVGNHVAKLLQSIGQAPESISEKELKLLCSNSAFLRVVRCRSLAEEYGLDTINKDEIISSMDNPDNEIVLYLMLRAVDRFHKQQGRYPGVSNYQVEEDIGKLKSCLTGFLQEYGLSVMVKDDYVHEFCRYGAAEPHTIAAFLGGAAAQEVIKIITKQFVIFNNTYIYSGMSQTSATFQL
LMPTP inh = LMPTP phosphatase inhibitors, primary screen, biochemical, fluorescence intensity, uHTS; recombinant LMPTP-A, OMFP fluorogenic substrate; inhibition, % at 20 µM; actives 0.22% (n = 360,000);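 active = compounds that cut the enzyme signal by at least half of the control window in the single-dose screen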;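 also: plate controls were DMSO wells with enzyme plus substrate for no effect and substrate without enzyme for full effect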
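Buffer or medium: Bis-Tris pH 6.0, DTT, detergent; Assay system: LMPTP-A enzyme; Quantity: 0.625 nM enzyme; Detection: endpoint fluorescence intensity; Times: 50 min dark incubation at room temperature; Controls: substrate-only low control, DMSO enzyme-plus-substrate high control; Doses: single 20 µM dose; Read-out: percent inhibition versus substrate-only and uninhibited controls; Reagent: 400 µM OMFP.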
Scp-1 inhibitor = Scp-1 phosphatase inhibitors, primary screen, biochemical, colorimetric, uHTS; Carboxy-terminal domain RNA polymerase II polypeptide A small phosphatase 1 (Homo …; Recombinant Scp1, phosphopeptide, malachite green phosphate absorbance; inhibition, % at 20 µM; actives 0.88% (n = 340,000); AID 493091, 2011;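 active = inhibition above about 50% at 20 µM, limit read from the data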;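 also: plate controls were DMSO wells with enzyme for no effect and wells lacking enzyme for full effect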
Target sequence (Q9GZU7 76-261 limits assumed): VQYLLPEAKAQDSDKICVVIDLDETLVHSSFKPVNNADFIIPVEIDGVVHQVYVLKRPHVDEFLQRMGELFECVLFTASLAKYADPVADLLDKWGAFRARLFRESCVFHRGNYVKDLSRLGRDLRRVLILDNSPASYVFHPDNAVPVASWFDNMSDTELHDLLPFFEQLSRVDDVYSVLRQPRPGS
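Assay system: SCP-1 catalytic fragment, aa 76-261 | Buffer or medium: Tris acetate buffer pH 5.5 with MgCl2 and Tween-20 | Compound: One concentration, 20 µM, with 1.0% DMSO | Also added: Phospho 17-mer peptide substrate | Signal: Absorbance at 630 nm | Incubation: 45 min enzyme reaction at room temperature | Measure: % inhibition of SCP-1 phosphate liberation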
DNMT1 block = human DNMT1 methyltransferase inhibitors, primary screen, biochemical, molecular beacon, fluorescence, HinP1I cleavage, uHTS. DNA (cytosine-5)-methyltransferase 1 (Homo sapiens), P26358. inhibition (reported as % activation of signal), % at 10 µM. actives 0.83% (n = 360,000); in the data active = inhibition above about 50%
Starred values were filed as active, the others as inactive; i = inactive; . = not tested or not shown; + = active, no number.

structure	Rin1-Abl PPI inh	CSN inh	Rpn11 block	NadD block	SUMO1-SIM PPI	STEP inh	Neddyl block	LMPTP inh	Scp-1 inhibitor	DNMT1 block
COc1ccc(NC(=O)CCOc2ccccc2)c(OC)c1	2	-3	i	1	2	-3	i	-0.5	2	-3
COC(=O)Cc1c(C)c2ccc(OCc3nn[nH]n3)c(C)c2oc1=O	0	4	i	2	10	2	.	-0.3	-3	4
COc1ccccc1/C=C/CN1CCC(Oc2cc(C(=O)NC3CC3)ccc2OC)CC1	-1	-1	i	-7	-2	-1	i	-0.3	-4	-1
O=C(Nc1ncccn1)c1ccc([N+](=O)[O-])cc1	4	9	i	-1	-26	-4	i	0.0	-6	13
O=C(NCCOc1ccccc1Cl)c1ncn[nH]1	0	-5	i	12	-2	-1	i	-1.0	-7	1
CC(CNC(=O)CN(C)CC(=O)Nc1ccccc1Br)c1ccccc1 (configuration not stated)	0	-5	i	3	3	0	i	-1.2	-1	0
CCNC(=S)Nc1ccc(NC(=O)c2ccccc2O)cc1	-2	0	i	2	14	1	i	-2.3	-14	-2
COC(=O)CN(c1cc(OC)ccc1OC)S(=O)(=O)c1ccc(OC)c(OC)c1	-5	-6	i	-3	-1	-2	i	0.6	-1	4
FC(F)(F)c1n[nH]c(=S)n1/N=C/c1ccco1	-1	-2	i	1	-4	-2	i	-1.9	-8	2
Cn1c(N=Nc2ccccc2)nc2ccccc21	-10	-60	i	-4	-25	-2	i	0.0	-1	-5
O=C(CCNC(=O)c1ccccc1Cl)NNC(=O)c1ccccc1O	0	1	i	-4	6	1	i	-1.9	-7	-2
COCCCNC(=O)C1CCN(C(=O)c2cc3sccc3n2Cc2ccc(F)cc2)CC1	-1	-2	i	-2	0	-2	i	-1.6	-2	0
Cc1cccc(N=C2NC(=O)/C(=C/C=C/c3ccco3)S2)c1C	5	58*	+	72*	40*	4	i	27	66*	94*
COC(=O)c1ccc(Oc2c(F)c(F)nc(N3CCOCC3)c2F)cc1	3	-1	i	-3	0	0	i	2.4	-3	-1
O=C(COC(=O)c1cccc(-n2cnnn2)c1)c1ccc(F)cc1	-2	1	i	1	-5	-1	i	0.2	-5	2
Cc1ccc2[nH]c(=O)c(C(c3nnnn3CC3CCCO3)N3CCOCC3)cc2c1 (configuration not stated)	-2	-1	i	-2	-13	-5	i	-0.5	-5	2
CCCCN1C(=O)C(=O)N(CC(=O)c2ccc[nH]2)C1=O	3	7	i	3	-4	-2	i	4.3	-6	2
CCc1cccc(NC(=O)c2sc3nc4n(c(=O)c3c2C)CCC4)c1	10*	2	i	-7	4	-1	i	-0.3	-1	0
CC1(C(=O)NCc2ccco2)Cc2c(-c3ccc4c(c3)OCO4)ccnc2O1 (configuration not stated)	-4	0	i	6	6	3	.	0.9	.	1
Cn1c(=O)c2c(nc(SCC(=O)Nc3ccccc3)n2C)n(C)c1=O	-4	2	i	-3	0	2	i	-1.0	-8	2
Cc1csc(=O)n1CC(=O)OCC(=O)Nc1cc(S(=O)(=O)N2CCOCC2)ccc1Cl	1	1	i	0	3	-2	i	-1.1	-8	2
CCOC(=O)[C@]12CCCC=C1N(Cc1ccc(Cl)cc1Cl)C(=O)[C@H](CC(=O)NCc1cccc3ccccc13)C2	.	-8	.	19	0	.	i	4.1	.	.
CCOc1cc(C2c3c(n[nH]c3C)C(=O)N2c2ccc(C)cc2)ccc1O (configuration not stated)	-1	-1	i	1	3	2	i	-0.4	-4	3
O=C(Nc1ccc(S(=O)(=O)N2CCCCC2)cc1)C1CC(=O)N(Cc2ccccc2)C1 (configuration not stated)	1	0	i	-2	-4	1	i	1.1	-6	-2
CN1CCN(C(=O)CNc2ccc(C(F)(F)F)cc2[N+](=O)[O-])CC1	-2	-3	i	0	-21	-1	i	-0.8	-5	0
CCc1ccc(-c2nc(CS(=O)CC(=O)NCc3cccnc3)c(C)o2)cc1 (configuration not stated)	2	4	i	3	-1	-1	i	-0.4	-6	-4
CSc1ccc(C2NN=C(c3ccccc3)S2)cc1 (configuration not stated)	-4	4	i	-6	0	0	i	-0.3	-12	5
O=C1c2ccc(Br)cc2C(=O)N1c1ccc(Cc2ccncc2)cc1	-3	3	i	2	-33	1	i	1.3	1	-2
COc1ccc(CC(=O)Nc2cc(C)ccc2O)cc1OC	0	-1	i	-1	-1	-3	i	-0.4	-5	0
CC(Sc1nnnn1C)C(=O)NC1CCCc2ccccc21 (configuration not stated)	0	-1	i	-3	4	2	i	-0.8	-2	1
O=C(COC(=O)c1ccc(Br)o1)Nc1cccc(S(=O)(=O)N2CCCCCC2)c1	-2	3	i	-8	3	4	i	2.7	-15	-11
NCCn1c(-c2ccccc2)cc(C(=O)O)c1-c1ccccc1F	0	-2	i	-5	8	2	i	-2.2	-3	3
O=C(NCCCN1CCCC1=O)C1CCN(S(=O)(=O)c2ccc(F)cc2)CC1	2	1	i	0	1	-3	i	-1.5	-1	4
O=C(NC12CC3CC(CC(C3)C1)C2)c1ccc(COc2ccc(Cl)cc2[N+](=O)[O-])o1	-1	7	i	-5	-4	2	i	6.6	-12	-12
COc1ccc(S(=O)(=O)NC(=O)C2(C)CCN2C(=O)C2CCCCC2)cc1OC (configuration not stated)	-5	-3	i	-1	2	0	i	-3.5	.	-1
CCOC(=O)c1c(C)oc2cc(Br)c(OC(C)C(=O)OCC)cc12 (configuration not stated)	-3	-4	i	9	1	4	i	2.4	-17	8
Cc1cc(OCc2nc(N)nc(N)c2-c2ccc(Cl)c(Cl)c2)ccc1[N+](=O)[O-]	5	-1	i	11	9	-2	i	21	15	-4
Cn1c(SCC(=O)N2CCN(c3cccc(Cl)c3)CC2)nnc1-c1ccncc1	-4	-2	i	1	-4	4	i	-1.3	-7	1
COc1ccc(C(C)=O)c(Oc2nc(CN3CCOCC3)nc3scc(-c4cccs4)c23)c1	4	9	i	7	-6	1	i	0.3	-1	-9
COc1ccccc1C1CC(=O)Oc2cc(OC)c(OC)c(OC)c21 (configuration not stated)	-2	-1	i	-5	6	3	i	-1.6	1	0

Reformatted: four of the compounds above
O=C(COC(=O)c1ccc(Br)o1)Nc1cccc(S(=O)(=O)N2CCCCCC2)c1
  Rin1-Abl PPI inh: -2	CSN inh: 3	Rpn11 block: i	NadD block: -8	SUMO1-SIM PPI: 3	STEP inh: 4	Neddyl block: i	LMPTP inh: 2.7	Scp-1 inhibitor: -15	DNMT1 block: -11

NCCn1c(-c2ccccc2)cc(C(=O)O)c1-c1ccccc1F
  Rin1-Abl PPI inh: 0	CSN inh: -2	Rpn11 block: i	NadD block: -5	SUMO1-SIM PPI: 8	STEP inh: 2	Neddyl block: i	LMPTP inh: -2.2	Scp-1 inhibitor: -3	DNMT1 block: 3

O=C(NCCCN1CCCC1=O)C1CCN(S(=O)(=O)c2ccc(F)cc2)CC1
  Rin1-Abl PPI inh: 2	CSN inh: 1	Rpn11 block: i	NadD block: 0	SUMO1-SIM PPI: 1	STEP inh: -3	Neddyl block: i	LMPTP inh: -1.5	Scp-1 inhibitor: -1	DNMT1 block: 4

O=C(NC12CC3CC(CC(C3)C1)C2)c1ccc(COc2ccc(Cl)cc2[N+](=O)[O-])o1
  Rin1-Abl PPI inh: -1	CSN inh: 7	Rpn11 block: i	NadD block: -5	SUMO1-SIM PPI: -4	STEP inh: 2	Neddyl block: i	LMPTP inh: 6.6	Scp-1 inhibitor: -12	DNMT1 block: -12

Later entries.
structure	Rin1-Abl PPI inh	CSN inh	Rpn11 block	NadD block	SUMO1-SIM PPI	STEP inh	Neddyl block	LMPTP inh	Scp-1 inhibitor	DNMT1 block
COc1ccc(OC)c(CN2CCN(C(=O)c3ccc(C)c(S(=O)(=O)Nc4ccccc4OC)c3)CC2)c1	1	-3	i	-7	-147	-1	i	-8.5	0	-50
Cc1[nH]nc2c1C(C1CC=CCC1)C(C#N)=C(N)O2 (configuration not stated)	0	5	i	4	-3	7	i	-0.3	-10	-2
COC(=O)CSc1nc(-c2ccccc2)nc2ccccc12	-22	-1	i	5	-5	2	i	2.7	-8	-7
CCc1ccc(-c2cn3nc(C)c(C)nc3n2)cc1	1	2	i	-2	-19	5	.	-1.0	-5	-4
Cc1ccc2nc(N3CCN(c4ccccc4F)CC3)c(C=O)c(=O)n2c1	0	3	i	-5	-19	0	i	-0.2	-6	3
CC1=C(C(=O)NCc2ccccc2)C(c2cccs2)n2ncnc2N1 (configuration not stated)	0	-3	i	-1	1	-3	i	1.5	4	6
Cc1nn(Cc2c(F)c(F)c(F)c(F)c2F)c(C)c1NC(=O)c1nn(C)c(C)c1Br	2	1	i	1	-3	0	i	-0.2	-8	0
CCOC(CNC(=O)Cc1c(C)nc2c(-c3ccccc3)c(C)nn2c1C)OCC	1	-2	i	1	0	0	i	-1.4	-4	0
O=C(CSc1nnnn1-c1ccccc1)Nc1nc(-c2ccccc2)ns1	0	0	i	-5	6	-2	i	1.1	-11	-1
Cc1cccc2c(=O)n3c(nc12)CCCCC3	0	0	i	-1	-4	-2	i	-2.1	0	6

Bioassay records (PubChem)
